Screening data: PubChem BioAssay, Broad Institute
C diff growth = blocks growth of Clostridium difficile; Clostridium difficile clinical isolate growth, OD600, 24 h; stronger effect = lower value; growth activity, negative = inhibition, % at 16 µg/mL (by protocol); 0.25% of 86,000 active; AID 1259249;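 active = mean growth activity at or below -80% and every replicate also at or below -80%; inconclusive = mean at or below -80% but some replicate above -80%; inactive = mean growth activity above -80%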;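 note: 0% = DMSO wells and -100% = levofloxacin 16 µg/mL wells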
Pf Dd2 growth = inhibitors of Plasmodium falciparum Dd2 growth. P. falciparum Dd2 growth, SYBR Green, 72 h; stronger effect = lower value. activity change, % at 10 µM. 2.3% of 94,000 active. AID 1159554; in the data active = activity change below about -80%; inconclusive = no clear call, values can overlap the other calls
T cruzi growth = inhibitors of T. cruzi proliferation. inhibition, % at 8.34 µM. 5.9% of 77,000 active. T. cruzi beta-gal in NIH3T3, GalScreen luminescence, 90 h;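 active = mean inhibition above about 93%, with at least 55% of replicates each passing it, limit read from the data, passing the limit was not always enough; inconclusive = only one of those two conditions holds; inactive = neither condition holds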
GASC1 inh = blocks human GASC-1 (KDM4C) demethylase activity | Q9H3R0 | GST-KDM4C 2-372, H3K9me3 peptide, LANCE TR-FRET | inhibition, % at 12.5 µM | 0.15% of 96,000 active;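 active = mean replicate inhibition above about 25%, with at least 55% of replicates also reaching it, limit read from the data, passing the limit was not always enough; inconclusive = only one of those two conditions met; inactive = neither condition met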
Target sequence (Q9H3R0 2-372 limits assumed): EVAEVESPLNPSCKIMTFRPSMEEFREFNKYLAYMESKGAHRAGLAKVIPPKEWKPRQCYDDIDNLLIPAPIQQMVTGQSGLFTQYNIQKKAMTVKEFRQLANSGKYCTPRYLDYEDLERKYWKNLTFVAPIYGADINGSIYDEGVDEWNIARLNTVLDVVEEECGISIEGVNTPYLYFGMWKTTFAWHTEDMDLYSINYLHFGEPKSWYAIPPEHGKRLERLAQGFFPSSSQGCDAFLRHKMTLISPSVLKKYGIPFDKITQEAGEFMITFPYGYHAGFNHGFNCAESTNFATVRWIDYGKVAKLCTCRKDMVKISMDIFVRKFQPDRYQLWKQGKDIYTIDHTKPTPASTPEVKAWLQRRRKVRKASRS
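Material: N-terminal GST-fused human GASC-1 (KDM4C) fragment, residues 2-372. Input: 10 nM enzyme. Incubation: enzyme reaction 30 min, then detection 60 min, both room temperature. Doses: one test concentration per compound. Read-out basis: inhibition from TR-FRET ratio decrease. Detection: LANCE TR-FRET, excitation 340 nm, emissions 618 and 671 nm.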
* marks the source's active call; other numbers are inactive results; ? = inconclusive; nt = no result given; & = joins results of further samples.

Values in the order – Pf Dd2 growth | T cruzi growth | C diff growth | GASC1 inh
1) Cc1ccc(S(=O)(=O)N(C)C[C@H]2Oc3ccc(NS(=O)(=O)c4ccccc4)cc3CC(=O)N([C@@H](C)CO)C[C@@H]2C)cc1
 : -13 | 2 | -5 | -1.1
2) O=C(C[C@H]1C[C@H]2c3cc(NC(=O)Nc4ccccc4)ccc3O[C@H]2[C@H](CO)O1)NC1CCCC1
 : 27 | 39 | 0 | -4.1
3) C[C@@H]1CN([C@H](C)CO)C(=O)c2cccc(NS(=O)(=O)c3cn(C)cn3)c2O[C@@H]1CN(C)S(=O)(=O)c1ccc(F)cc1
 : 13 | -159 | -3 | 0.7
4) C[C@H](CO)N1C[C@H](C)[C@H](CN(C)Cc2ccc(Cl)c(Cl)c2)Oc2c(NS(=O)(=O)c3ccc(F)cc3)cccc2C1=O
 : -15 | -37 | 8 | nt
5) CO[C@@H]1CN(C)C(=O)c2ccc(NC(C)=O)cc2OC[C@@H](C)N(Cc2nccs2)C[C@H]1C
 : 8 | -21 | nt | 2.3
6) Cc1noc(C)c1NC(=O)N[C@H]1CC[C@@H](CCNC(=O)C2CC2)O[C@@H]1CO
 : 11 | nt | -4 | -3.6
7) CC=Cc1ccc2n(c1=O)C[C@H]1[C@H](CO)[C@@H](C(=O)NCC3CC3)N(Cc3ccccn3)[C@@H]21 (mixture of isomers)
 : -12 | 78 | 2 | 12
8) O=C(Nc1cccc(F)c1)N1C[C@@H]2[C@H](c3ccccc31)[C@@H](CO)N2C(=O)c1cccnc1
 : -14 | -3 | 5 | 0.4
9) O=S(=O)(N[C@@H]1CC[C@@H](CCn2cc(-c3cccnc3)nn2)O[C@H]1CO)c1ccccc1
 : 17 | 25 | -4 | -0.1
10) C[C@H](O)C#Cc1cnc2c(c1)C(=O)N([C@@H](C)CO)C[C@H](C)[C@H](CN(C)C(=O)c1ccc(F)cc1)O2
 : 34 | nt | -3 | 0.8
11) C/C=C/c1ccc([C@H]2[C@@H](CO)N(S(=O)(=O)CC)[C@@H]2CN(C)C(=O)CC)cc1
 : -12 | nt | 34 | -1.0
12) O=C(c1ccccn1)N1CC[C@@H]2[C@H]1c1cc(-c3ccc(F)cc3)ccc1N[C@@H]2CO
 : 16 | 105* | -1 | -1.6
13) CO[C@H]1CN(C)C(=O)c2cc(NC(C)=O)ccc2OC[C@H](C)NC[C@H]1C
 : 14 | -11 | 0 | -1.7
14) C[C@@H]1CN([C@H](C)CO)C(=O)c2cc(C3=CCCC3)cnc2O[C@@H]1CN(C)C(=O)c1ccccn1
 : -9 | nt | nt | 2.6
15) COC(=O)[C@@H]1[C@@H](CO)[C@@H]2Cn3c(ccc(-c4ccncc4)c3=O)[C@@H]2N1CC1CCCC1
 : -3 | nt | 0 | -1.4

Reprinted at random: 2 records from the list
Values in the order – Pf Dd2 growth | T cruzi growth | C diff growth | GASC1 inh
11) C/C=C/c1ccc([C@H]2[C@@H](CO)N(S(=O)(=O)CC)[C@@H]2CN(C)C(=O)CC)cc1
 : -12 | nt | 34 | -1.0
6) Cc1noc(C)c1NC(=O)N[C@H]1CC[C@@H](CCNC(=O)C2CC2)O[C@@H]1CO
 : 11 | nt | -4 | -3.6

Further structures
Values in the order – Pf Dd2 growth | T cruzi growth | C diff growth | GASC1 inh
16) O=C(N[C@@H]1CC[C@@H](CCNS(=O)(=O)c2ccc(F)cc2)O[C@H]1CO)C1CCOCC1
 : 0 | 54 | nt | -0.1
17) C[C@@H]1CN([C@H](C)CO)C(=O)c2cc(NS(=O)(=O)c3cccs3)ccc2O[C@@H](C)CCCCO[C@@H]1CN(C)Cc1ccccc1
 : -54 | nt | nt | -0.3
18) COc1ccc(CN(C)C[C@@H]2OCCCC[C@@H](C)Oc3ccc(NC(=O)Nc4ccc5c(c4)OCO5)cc3C(=O)N([C@@H](C)CO)C[C@@H]2C)cc1
 : -9 | ? | nt | 0.1
19) CO[C@H]1CN(C)C(=O)c2cc(NC(=O)Nc3cccc(F)c3)ccc2OC[C@H](C)N(C(=O)C2CC2)C[C@@H]1C
 : -72 | -2 | -5 | -0.9
20) O=C(C[C@H]1CC[C@H]2[C@@H](COC[C@@H](O)CN2S(=O)(=O)c2cccc(Cl)c2)O1)NCc1ccncn1
 : 3 | 27 | nt | 0.7
21) O=C(c1ccc(F)cc1)N1CCCCN2[C@H](CO)[C@@H](c3ccc(-c4ccc(F)cc4)cc3)[C@@H]2C1
 : 1 | 100* | 42 | nt
22) CN1C(=O)c2cc(NC(=O)c3cccs3)ccc2OC[C@H]2O[C@H](CC(=O)O)CC[C@H]21
 : 6 | -7 | 2 | 0.1
23) Cc1noc(C)c1S(=O)(=O)Nc1ccc2c(c1)CC(=O)N([C@@H](C)CO)C[C@@H](C)[C@H](CN(C)S(=O)(=O)c1c(C)noc1C)O2
 : 12 | 27 | -2 | 2.6
24) N#C[C@H]1[C@H](c2ccccc2)[C@H](CO)N1C(=O)CN1CCOCC1
 : 11 | 49 | -1 | nt
25) CC(=O)N(C)C[C@@H]1Oc2cc(C#Cc3ccncc3)ccc2S(=O)(=O)N([C@@H](C)CO)C[C@H]1C
 : -26 | -48 | 2 | 12
26) COc1ccc(NC(=O)Nc2ccc3c(c2)CC(=O)N([C@@H](C)CO)C[C@@H](C)[C@H](CN(C)C(=O)Nc2ccc(F)cc2)O3)cc1
 : -24 | 28 | -1 | 1.4
27) CO[C@@H]1CN(C)C(=O)c2cc(NS(=O)(=O)CC(F)(F)F)ccc2OC[C@@H](C)N(Cc2cccnc2)C[C@@H]1C
 : 37 | nt | nt | -0.4
28) COc1ccc(CN(C)C[C@@H]2OCc3cnnn3CCCC(=O)N([C@H](C)CO)C[C@@H]2C)cc1
 : 9 | -5 | 5 | 1.9
29) CCC(=O)N1[C@H](CN(CC)C(=O)c2cccc(F)c2)[C@@H](c2ccccc2)[C@@H]1CO
 : 5 | 17 | 0 | 0.8
30) C[C@H]1CCCCO[C@@H](CN(C)Cc2ccc(C(=O)O)cc2)[C@@H](C)CN([C@@H](C)CO)C(=O)c2cc(NC(=O)NC3CCCCC3)ccc2O1
 : -6 | 10 | 0 | 0.1

Three compounds already listed, sorted by SMILES length, ascending.
Values in the order – Pf Dd2 growth | T cruzi growth | C diff growth | GASC1 inh
12) O=C(c1ccccn1)N1CC[C@@H]2[C@H]1c1cc(-c3ccc(F)cc3)ccc1N[C@@H]2CO
 : 16 | 105* | -1 | -1.6
8) O=C(Nc1cccc(F)c1)N1C[C@@H]2[C@H](c3ccccc31)[C@@H](CO)N2C(=O)c1cccnc1
 : -14 | -3 | 5 | 0.4
7) CC=Cc1ccc2n(c1=O)C[C@H]1[C@H](CO)[C@@H](C(=O)NCC3CC3)N(Cc3ccccn3)[C@@H]21 (mixture of isomers)
 : -12 | 78 | 2 | 12

Next section:
Values in the order – Pf Dd2 growth | T cruzi growth | C diff growth | GASC1 inh
31) C[C@H]1CN([C@@H](C)CO)C(=O)c2cccc(NC(=O)c3ccc(-c4nccs4)cc3)c2O[C@H]1CN(C)C(=O)Nc1ccccc1
 : -10 | -68 | 4 | 3.7
32) Cc1ccc(-c2ccc3c(c2)O[C@@H](CN(C)Cc2ccc(F)cc2)[C@@H](C)CN([C@@H](C)CO)S3(=O)=O)cc1
 : -31 | 91 | 4 | 0.0
33) O=C(C1CCC1)N1CCCCN2[C@H](C1)[C@@H](c1ccc(-c3cccc(F)c3)cc1)[C@@H]2CO
 : 18 | 29 | 78 | nt
34) C[C@@H]1CN([C@@H](C)CO)C(=O)CCCn2cc(nn2)CO[C@H]1CN(C)S(=O)(=O)c1ccccc1F
 : -17&-1 | -14&-41 | -3&-1 | 0.0
35) CN1c2ccc(C3=CCCCC3)cc2[C@@H]2[C@@H](CCN2C(=O)C2CCC2)[C@H]1CO
 : -57 | nt | 0 | -1.4
36) C[C@H](CO)N1C[C@H](C)[C@@H](CN(C)C(=O)Nc2ccc3c(c2)OCO3)OCCCC[C@H](C)Oc2ccc(NC(=O)Nc3ccc(F)cc3)cc2C1=O
 : -51 | -31 | -8 | -1.2
37) O=C(C1CCC1)N1CC2(C1)[C@H](c1ccccc1)[C@@H](CO)N2Cc1cncnc1
 : 3 | nt | 4 | -1.1
38) COCC#Cc1ccc2c(c1)O[C@@H](CN(C)C(=O)NC(C)C)[C@@H](C)CN([C@H](C)CO)S2(=O)=O
 : nt | 19 | -2 | 0.7
39) C[C@H]1CCCCO[C@H](CN(C)C(=O)NC2CCCCC2)[C@@H](C)CN([C@@H](C)CO)C(=O)c2cc(NC(=O)c3ccncc3)ccc2O1
 : -3 | 50 | -5 | -4.8
40) CC(=O)N1C[C@@H]2[C@H](c3ccccc31)[C@H](CO)N2C(=O)CC1CC1
 : 9 | 12 | -1 | -1.6
41) Cc1ccc(S(=O)(=O)Nc2ccc3c(c2)C(=O)N([C@@H](C)CO)C[C@@H](C)[C@H](CN(C)CC2CC2)OCCCC[C@H](C)O3)cc1
 : nt | 35 | 0 | 0.3
42) COCCNC(=O)C[C@@H]1CC[C@@H]2[C@H](COC[C@H](O)CN2C(=O)Nc2ccccc2OC)O1
 : 19 | nt | 1&1 | 0.2
43) C[C@H](CO)N1C[C@H](C)[C@H](CN(C)S(C)(=O)=O)Oc2ccc(NC(=O)CCCN(C)C)cc2CC1=O
 : 34 | nt | -2 | 1.4
44) CO[C@@H]1CN(C)C(=O)c2ccc(NS(C)(=O)=O)cc2OC[C@H](C)N(C(=O)CC2CC2)C[C@@H]1C
 : 6 | -16 | nt | -0.9
45) O=C(C[C@@H]1CC[C@H](NC(=O)c2cccc(F)c2)[C@@H](CO)O1)NCc1ccccc1
 : -35 | 12 | -1 | -1.5
46) C/C=C/c1ccc2c(c1)O[C@H](CN(C)C)[C@@H](C)CN([C@H](C)CO)S2(=O)=O
 : 27 | 10 | -4 | 0.3
47) Cc1ccc(S(=O)(=O)N[C@@H]2C=C[C@@H](CC(=O)N3CCc4ccccc4C3)O[C@H]2CO)cc1
 : -18 | 22 | -3 | 2.7
48) C[C@H](CO)N1C[C@H](C)[C@H](CN(C)C(=O)CN(C)C)Oc2ncc(C#Cc3ccncc3)cc2C1=O
 : 15 | -28 | 8 | -3.1
49) CCNC(=O)C[C@@H]1CC[C@H]2[C@H](COc3ccc(NC(=O)Nc4cccc(Cl)c4)cc3C(=O)N2C)O1
 : -9 | 17 | 2 | -0.6
50) C[C@@H]1CN([C@@H](C)CO)C(=O)c2cc(NC(=O)Nc3ccc(F)cc3)ccc2O[C@@H]1CN(C)S(=O)(=O)c1cn(C)cn1
 : 32 | -6 | 0 | 13
51) COc1cccc(NC(=O)Nc2ccc3c(c2)C(=O)N(C)C[C@H](OC)[C@H](C)CN[C@H](C)CO3)c1
 : -1 | 48 | nt | 9.6
52) CCN(C[C@H]1[C@H](c2ccc(C3=CCCCC3)cc2)[C@H](CO)N1CC1CC1)C(C)=O
 : 3 | -2 | -4 | 5.4
53) CCNC(=O)C[C@@H]1C=C[C@H](NS(=O)(=O)c2ccc(F)cc2)[C@@H](CO)O1
 : 15 | -7 | nt | 0.0
54) COc1ccccc1C(=O)N1C[C@H]2[C@@H](c3ccccc31)[C@H](CO)N2C(=O)C1CCCCC1
 : -13 | 37 | 4 | 0.6
55) C[C@@H]1CCCCO[C@H](CN(C)Cc2ccccc2)[C@H](C)CN([C@@H](C)CO)C(=O)c2cc(NC(=O)C3CCCCC3)ccc2O1
 : -4 | 18 | -1 | -1.5
56) COc1ccc(NC(=O)Nc2ccc3c(c2)C(=O)N([C@H](C)CO)C[C@H](C)[C@H](CN(C)C(=O)Nc2ccc(F)cc2)O3)cc1
 : -35 | 65 | -4 | 0.0
57) COc1ccc(NC(=O)Nc2ccc3c(c2)C(=O)N([C@H](C)CO)C[C@@H](C)[C@H](CN(C)S(=O)(=O)c2cccs2)O3)cc1
 : -7 | -3 | -3 | 0.4
58) Cc1ccc(S(=O)(=O)Nc2cccc3c2O[C@H](CN(C)CC2CCCCC2)[C@H](C)CN([C@H](C)CO)C3=O)cc1
 : -13 | 45 | 5 | 2.9
59) Cc1ccccc1-c1ccc([C@@H]2[C@@H](CO)N3CCCCN(CC4CC4)C[C@H]23)cc1
 : -39 | 78 | 6 | 0.0
60) C[C@H](CO)N1C[C@H](C)[C@H](CN(C)Cc2ccccc2)OCCCC[C@H](C)Oc2ccc(NC(=O)c3ccccc3)cc2C1=O
 : -11 | 72 | -1 | 0.3
61) Cc1noc(C)c1NC(=O)Nc1cccc2c1O[C@H](CN(C)CC1CC1)[C@@H](C)CN([C@@H](C)CO)C2=O
 : 23 | -35 | -3 | 0.0
62) C[C@@H]1CN([C@H](C)CO)C(=O)c2cc(NS(=O)(=O)c3ccc(F)cc3)ccc2O[C@@H]1CN(C)S(=O)(=O)c1ccc(Cl)cc1
 : -5 | 96 | -8 | -0.4
63) C[C@@H]1CN([C@H](C)CO)C(=O)c2cccc(NC(=O)c3nc4ccccc4s3)c2O[C@@H]1CN(C)S(=O)(=O)c1cn(C)cn1
 : -3 | 52 | nt | 0.3
64) CN1CCN(C(=O)C[C@H]2C[C@@H]3c4cc(NC(=O)Nc5ccc(F)cc5)ccc4O[C@@H]3[C@H](CO)O2)CC1
 : -7 | -32 | 0 | -2.0

Copied from the list:
#62 | C diff growth: -8
#64 | Pf Dd2 growth: -7
#63 | GASC1 inh: 0.3
